aSyn tox rescue: rescues yeast growth from alpha-synuclein toxicity; AID 1347070; S. cerevisiae alpha-synuclein toxicity rescue, BacTiter-Glo growth, 24 h; Potency, µM (series often up to 46.1 µM), for the others: at the top dose growth rescue (activation), most hits filed as activators; actives 0.02% (n = 94,000); active = well fitted activation curve with a large enough effect; inconclusive = small, poorly fitted or top-dose-only effect; note: 0% is about no effect
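Growth restoration measured by BacTiter-Glo luminescence after 24 hr at 30 deg C; alpha-synuclein yeast, raffinose-pregrown to mid-log, were added at OD600=0.02 in galactose medium onto pinned compounds.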
The depositor's hits bear a star; u = inconclusive; [ ] = another dose, or the depositor's remark. Potency is the fitted concentration of half-maximal effect. The list is partial; the hit share may differ from the screen's.

canonical_smiles	aSyn tox rescue
O=C(Nc1ccccc1)/C(=C/c1ccc(F)cc1)NC(=O)c1ccco1	12%
Oc1ccc2ccc3[nH]cnc3c2c1	1%
ON=C(c1ccccc1)c1ccc2c3c(cccc13)CC2	-5%
COc1ccc(NC(=O)C[C@@H]2C(=O)N(c3ccc(OC)cc3)CC2(C)C)cc1	9%
COc1ccccc1CNC(=O)C1(c2cccs2)CCOCC1	-3%
Cc1nc(N2CCOCC2)c2c(C(=O)NCc3cccc(Cl)c3)c(C)oc2n1	2%
O=S(=O)(Nc1ccccn1)c1cccs1	-10%
CCOC(=O)c1c(C)n(-c2ccccc2)c2ccc(OC(=O)c3ccc(OCC)c(OCC)c3)cc12	-1%
Cc1ccc(NC(=S)N(CCCN2CCOCC2)Cc2cccs2)c(C)c1	-4%
Cc1nnc(N2CCC(C(=O)NCc3ccc(F)cc3)CC2)c2nn(-c3ccc(Cl)cc3)c(C)c12	0%

(listing goes on)
canonical_smiles	aSyn tox rescue
CCCCC(CC)CNC(=O)c1ccc(Cn2c(=O)[nH]c3cc(OC)c(OC)cc3c2=O)cc1 (stereo not given)	3%
Cc1cc2oc(C(=O)Nc3ccc(S(=O)(=O)Nc4onc(C)c4C)cc3)cc(=O)c2cc1Cl	3%
O=C(C[N+]1(CC#Cc2ccccc2)CCOCC1)c1ccc(Cl)cc1	8%
CC(C)n1cnnc1SCC(=O)NC(=O)c1ccccc1	0%
CS(=O)(=O)N(CC(=O)NC1CCCC1)Cc1ccc(F)cc1	-4%
O=C(COc1ccccc1)Nc1sc2c(c1C(=O)Nc1ccccc1)CCCCC2	-4%
CCOC(=O)c1nn(-c2ccccc2)c(=O)cc1OCC(=O)Nc1cc(C)ccc1C	3%
CCCCNC(=O)C1CCN(S(=O)(=O)c2cc(Br)cc3c2N(C(=O)CC)CC3)CC1	6%
CCOc1ccc(NC(=O)CSc2ccc3ccccc3n2)cc1	1%
CCOc1cc(/C=C2/NC(=O)N(CC(=O)Nc3cccc(C)c3)C2=O)ccc1OCC(N)=O	-9%

Next part.
canonical_smiles	aSyn tox rescue
CN(C)c1cccc2c1c(NC(=O)c1ccc(Cl)cc1)nn2C	10%
S=C(NCCc1ccccc1)N1CCN(Cc2ccc(Cl)c(Cl)c2)CC1	-43%[inhibitor]
COc1ccc(C(C)C)cc1S(=O)(=O)Nc1cccnc1	-15%
CC(C)c1nn2c(=O)cc(COC(=O)c3ccco3)nc2s1	-10%
CCc1ccc(-n2c(=O)c3c4c(sc3n(Cc3ccc(C)cc3)c2=O)CCC4)cc1	-9%
CCCc1cc(C(=O)NCC(C)C)no1	-2%
Fc1ccc(-n2ncc3c(Nc4ccc(Oc5ccc(Cl)cc5)cc4)ncnc32)cc1	-8%
Cc1ccc2sc(N(CCCN(C)C)C(=O)c3ccco3)nc2c1C	2%
COc1ccc(NC(=O)CN(C)C(=O)c2ccc(NS(=O)(=O)c3ccc4[nH]c(=O)[nH]c4c3)cc2)cc1	10%
COc1ccc(-c2cnc(N)nc2-c2ccc(OCc3ccccc3)cc2O)cc1	5%

Some of these compounds in order of molecular weight, ascending:
canonical_smiles	aSyn tox rescue
CCCc1cc(C(=O)NCC(C)C)no1	-2%
COc1ccc(C(C)C)cc1S(=O)(=O)Nc1cccnc1	-15%
Cc1ccc2sc(N(CCCN(C)C)C(=O)c3ccco3)nc2c1C	2%

Additional compounds follow.
canonical_smiles	aSyn tox rescue
Cc1cccc(-c2nnc(SCC(=O)NC3CCCC3)o2)c1	10%
CCOC(=O)C1CCN(C(=O)c2ccc3c(=O)n4nc(Nc5cc(C)ccc5C)sc4nc3c2)CC1	-5%
CCCn1c(=O)sc2cc(NC(=O)c3ccccc3OCC)ccc21	0%
CCOC(=O)c1ccc(N2C(=O)c3n[nH]c(-c4ccco4)c3C2c2cccc(OC)c2)cc1 (stereo not given)	-7%
O=C(NCCc1csc(-c2ccc(F)cc2)n1)c1cccs1	2%
Cc1ccc(NC(=O)CSCC(=O)N2CCCc3ccccc32)cc1	9%
C[C@H](NC(=O)[C@H](Cc1ccccc1)n1c(=O)[nH]c2ccccc2c1=O)C(=O)N1CCC[C@H]1C(=O)O	-5%
Cc1cc(C)cc(NC(=O)c2cc(CN3CCCC3)on2)c1	2%
Cc1ccc(CNC(=O)CSc2n[nH]c(-c3ccc(F)cc3)n2)cc1	-5%
O=C(CSc1nnc(Cc2ccsc2)o1)c1ccccc1	11%

Another view of part of the listing above.
CCCn1c(=O)sc2cc(NC(=O)c3ccccc3OCC)ccc21
  aSyn tox rescue: 0%
O=C(NCCc1csc(-c2ccc(F)cc2)n1)c1cccs1
  aSyn tox rescue: 2%
C[C@H](NC(=O)[C@H](Cc1ccccc1)n1c(=O)[nH]c2ccccc2c1=O)C(=O)N1CCC[C@H]1C(=O)O
  aSyn tox rescue: -5%
CCOC(=O)c1ccc(N2C(=O)c3n[nH]c(-c4ccco4)c3C2c2cccc(OC)c2)cc1 (stereo not given)
  aSyn tox rescue: -7%

The list continues.
canonical_smiles	aSyn tox rescue
CC(=O)c1cccc(NC(=O)Cn2c(=O)oc3cc(S(=O)(=O)NC4CCCC4)ccc32)c1	2%
COc1ccccc1NC(=O)Cn1c(=O)n(Cc2ccccc2)c(=O)c2sc3ccccc3c21	-16%
CCn1c(=O)cc(OCC(=O)N2CCN(c3ccccc3OC)CC2)c2ccccc21	6%
COc1ccc(CNC(=O)CCC(=O)n2ncc3cc(C)ccc32)cc1	-1%
CCN1CCN(c2cc(C)c3cc(NC(=O)c4cc(Cl)ccc4OC)ccc3n2)CC1	-5%
Cc1c(Cl)cn2c(=O)cc(CN3CCN(c4ccccc4)CC3)nc2c1Cl	9%
Cc1ccc(C)c(NC(=O)Cn2c(=O)n(-c3ccccc3C)c(=O)c3c2c2cc(C)ccc2n3C)c1	5%
CN(C)S(=O)(=O)c1ccc(C(=O)N2CCN(S(=O)(=O)c3cccs3)CC2)cc1	-3%
O=C(Nc1ccc(F)c(Cl)c1)N1CC=C(c2c[nH]c3ccccc23)CC1	-17%
COc1ccc(CNC(=O)Cn2nnc(-c3ccc(S(C)(=O)=O)cc3)n2)cc1	5%

(cont.)
canonical_smiles	aSyn tox rescue
CC(=O)Nc1ccc2nc(NC(=O)c3cccs3)sc2c1	-16%
CC(C)(C)C(=O)Cn1c(=O)n(-c2ccc(Cl)c(Cl)c2)c(=O)c2c3c(sc21)CCCC3	9%
Cc1ccc(CCNC(=O)CCCn2nc(C)c3c(C)n(-c4ccccc4)nc3c2=O)cc1	-2%
COc1cc(OC)c(NC(=O)Cc2c(C(=O)O)c(C)cn2C)cc1Cl	2%
COc1ccccc1/C=C/CN1CCC(CO)(Cc2ccccc2)CC1	1%
COC(=O)c1cc(NC(=O)CCc2c(C)nc3nc(C)nn3c2C)cc(C(=O)OC)c1	1%
Cc1cccc(C)c1NC(=O)CSCc1cnn(-c2ccccc2)c1-n1cccc1	5%
Cn1c(=O)c2ccccc2n(CC(=O)NC2CCCCC2)c1=O	-5%
CC(=O)Nc1cccc(C(=O)OCC(=O)Nc2ccc(Cl)cn2)c1	-9%
CC1=C(C(N)=O)C(c2cccc(C)c2)n2nc(-c3cccc(C)c3)nc2N1 (stereo not given)	-3%

Other structures
SMILES | aSyn tox rescue
Cc1ccc(CCNC(=O)C(C)n2nc(C)c3c(C)n(-c4ccc(C)cc4)nc3c2=O)cc1 (stereo not given) | 3%
CCc1cccc(NC(=O)Cn2c(=O)ccc3cc(S(=O)(=O)N4CCC(C)CC4)ccc32)c1 | -12%
CCOc1ccc(NS(=O)(=O)c2ccc3[nH]cc(C(=O)NCCOC)c(=O)c3c2)cc1 | 6%
COc1cc(OC)c(/C=N/NC(=O)c2ccncc2)cc1Br | -4%
COCC(=O)N(C)C[C@H]1Oc2cc(C#Cc3cccnc3)ccc2S(=O)(=O)N([C@H](C)CO)C[C@H]1C | -1%
Cc1ccccc1-c1nnc(CN2CCN(c3ccccn3)CC2)o1 | 2%
O=C(CN1C(=O)CSc2ccc(S(=O)(=O)N3CCCCC3)cc21)NCc1ccc(F)cc1Cl | -4%
COc1ccc(C(=O)c2c(N)c(-c3nc(-c4ccc5c(c4)OCO5)cs3)c3ccccn23)cc1 | -13%
O=C(COC(=O)c1ccc(Cl)c(S(=O)(=O)N2CCOCC2)c1)NCc1ccco1 | -42%[inhibitor]
CCC(C(=O)Nc1ccc(C(=O)OC)cc1)n1nc(-c2ccc(C)c(C)c2)ccc1=O (stereo not given) | -5%
COc1ccc(NC(=O)CSc2nc(N)c3cc4c(nc3n2)CC(C)(C)OC4)cc1 | -5%
CC(=O)Nc1ccccc1NC(=O)c1cc(C)cc(C)c1 | 5%
Cc1[nH]c2ccccc2c1C(=O)C(=O)NC1CC(=O)N(c2cccc(F)c2)C1 (stereo not given) | 2%
C[C@@H]1CN([C@@H](C)CO)C(=O)c2cc(Br)cnc2O[C@H]1CN(C)Cc1ccc(-c2ccccc2)cc1 | 5%
Cc1noc(-c2ccc(-c3noc(-c4ccc([N+](=O)[O-])c(C)c4)n3)cc2)n1 | -11%

Continued:
SMILES | aSyn tox rescue
COc1cc(-c2nnc(SCC(=O)N3CCCc4ccccc43)o2)cc(OC)c1OC | 6%
Cc1cccc(N2CCN(C(=O)Cn3ncc4c5ccccc5n(C)c4c3=O)CC2C)c1 (stereo not given) | 1%
CCOC(=O)N1CCc2c(sc3c2c(=O)n(CCc2ccccc2)c(=O)n3Cc2c(F)cccc2Cl)C1 | 9%
O=C(NCC1CCCO1)c1cccc2ccccc12 (stereo not given) | -3%
CCn1c(SCC(=O)OC(C)C)nnc1-c1ccccc1 | 15%
Cc1ccc2c(C)c(C(=O)N(Cc3ccc(Cl)cc3)C3CCS(=O)(=O)C3)oc2c1 (stereo not given) | u
Cc1ccc(C)c(SCC(=O)Nc2cc(S(=O)(=O)N3CCOCC3)ccc2C)c1 | -4%
COc1ccc(C)cc1NC(=O)C(CCSC)NS(=O)(=O)c1ccc2c(c1)oc(=O)n2C (stereo not given) | -12%
O=C(CC(NC(=O)c1ccccc1)c1ccccc1)Nc1ccc(F)c(F)c1 (stereo not given) | 9%
Cc1ccc(/C=C/C(=O)OCC(=O)N(CC(C)C)c2c(N)n(Cc3ccccc3)c(=O)[nH]c2=O)o1 | 7%
Cc1cc(C)n(-c2nc(C(F)(F)F)nc3ccccc23)n1 | 3%
Cc1ccsc1C(=O)N1CCN(S(=O)(=O)c2cccc(F)c2)CC1 | 9%
COc1ccc2oc(=O)c(-c3nc(-c4cc(OC)c(OC)c(OC)c4)no3)cc2c1 | -8%
Cc1ccccc1C(=O)Nc1nnc(S(=O)(=O)N2CCCc3ccccc32)s1 | -3%
COc1ccccc1CN1CCN(C2CCN(C(=O)NC(C)C)CC2)C(=O)C1=O | -1%

Further compounds follow:
SMILES | aSyn tox rescue
O=S(=O)(NCC(c1ccco1)N1CCN(c2ccccc2)CC1)c1ccccc1 (stereo not given) | 7%
CC(Sc1nnc(-c2ccccc2Br)n1-c1cccc(C(F)(F)F)c1)C(N)=O (stereo not given) | 1%
Cc1ccccc1NC(=O)CSC1=Nc2ccccc2C2=NC(CCC(=O)NCc3ccccc3)C(=O)N12 (stereo not given) | -1%
Cc1cc(Nc2ccc(F)c(Cl)c2)n2ncnc2n1 | 7%
CC(C)(C)OC(=O)N/N=C/c1cccn1-c1ccc([N+](=O)[O-])cc1 | 8%
COc1cc(/C=C/c2nc3cc(Cl)ccc3c(=O)n2-c2cccc(C(F)(F)F)c2)cc(OC)c1OC | 0%
COc1ccccc1C(=O)Nc1nc2cc3c(cc2s1)OCCO3 | 11%
COc1ccc(CNC(=O)c2ccc(CNS(=O)(=O)c3ccc(OC)cc3)cc2)cc1 | -5%
CC1(C)CN(c2ccccc2)C(=O)[C@H]1CC(=O)Nc1ccccc1 | 10%
COc1ccc(CCn2c(-c3ccncc3)n[nH]c2=S)cc1OC | 0%
O=C(CCn1cnnn1)Nc1cc(C(F)(F)F)cc(C(F)(F)F)c1 | -6%
CCOc1ccc(CNC(=O)Cn2cc3c(n2)-c2c(oc(C(=O)N4CCCC4)c2C)CC3)cc1 | -1%
Cc1ccccc1N(C)C(=O)c1noc2c1COc1ccccc1-2 | -83%[inhibitor]
COc1ccc(NC(=O)Nc2sc3nc4n(c(=O)c3c2C)CCC(C)CC4)cc1OC (stereo not given) | 1%
CC(C)Cc1cc(C(=O)Nc2sc3c(c2C#N)CCCC3)no1 | 2%

(listing goes on)
SMILES | aSyn tox rescue
CCOC(=O)/C(=C(/C)N)C1CC(=O)NC1=O (stereo not given) | 5%
Cc1cccn2c(=O)c3cc(C(=O)N4CCCC(C)C4)sc3nc12 (stereo not given) | -8%
Cc1ccc2cc(NC(=O)Cc3ccccc3)ccc2n1 | -5%
NC(=O)C1CCN(c2nc(-c3ccc(Br)cc3)cs2)CC1 | -13%
COc1ccc(NC(=O)Cn2nc(-c3ccccc3)c3cnc4ccc(C)cc4c32)cc1 | -1%
O=C(O)c1cc(N2C(=O)C3C4C=CC(C4)C3C2=O)ccc1N1CCOCC1 (stereo not given) | 8%
COc1ccccc1CNC(=O)Cn1c(=O)oc2cc(S(=O)(=O)NCc3ccccc3)ccc21 | 6%
Cc1cc(C)c2oc(-c3cccc(NC(=O)c4cccc(F)c4)c3C)nc2c1 | 5%
CC(C)(C)OC(=O)N1CCC(c2c(C(=O)NCc3ccccc3)cnn2-c2ccccc2)CC1 | 1%
O=C(Nc1ccc(F)cc1)c1ccc(=O)[nH]n1 | 9%
CCN1CCC(N(Cc2ccc(F)cc2)C(=O)Nc2cc(C)ccc2C)CC1 | 7%
COc1ccc(NC(=O)CC2C(=O)N(c3ccc(C)cc3)C(=O)N2Cc2ccc3c(c2)OCO3)cc1 (stereo not given) | -10%
C[C@H]1CN([C@@H](C)CO)C(=O)CCCn2cc(nn2)CO[C@@H]1CN(C)C(=O)C1CCCCC1 | 2%
O=C(CN1C(=O)NC2(CCCCC2)C1=O)Oc1ccc2c(C(F)(F)F)cc(=O)oc2c1 | 1%

Screening results as filed in PubChem.
